pAkt inh: inhibitors of Akt phosphorylation | Neuro2A IGF-stimulated pAkt S473 HTRF, 20 min; hits give low values | activity change, % for hits at 50 µM | hit rate 0.32% among 360,000 | AID 651550; in the data active means activity change below about -80%; inconclusive means mostly about -51% to -80%; further: on the % scale 0 is the no-effect control and ±100 the full control effect
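Single-point screen (50 µM final compound) in Neuro2A cells stimulated 20 min with 6 nM IGF at 37 deg C. After lysis, Ser473-phosphorylated Akt read by HTRF (ex 330 nm, em 615/665 nm) as the 665/615 ratio.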
GLP1R inv ag: GLP-1 receptor (human) inverse agonism; Potency, µM (top dose mostly 38.3 µM), for inactives: at the highest dose activity change, negative = inhibition, actives largely listed as inhibitors; AID 624417; hit rate 1.6% among 410,000; HEK293 GLP-1R CRE-luciferase, luminescence, 24 h; GLP-1R form is constitutively active; further: potency means the concentration at half of the fitted maximal effect; on the % scale 0 is the no-effect control and ±100 the full control effect; nearly all actives have a fitted effect of over 55% in size
Target sequence (P43220 whole entry, looked up): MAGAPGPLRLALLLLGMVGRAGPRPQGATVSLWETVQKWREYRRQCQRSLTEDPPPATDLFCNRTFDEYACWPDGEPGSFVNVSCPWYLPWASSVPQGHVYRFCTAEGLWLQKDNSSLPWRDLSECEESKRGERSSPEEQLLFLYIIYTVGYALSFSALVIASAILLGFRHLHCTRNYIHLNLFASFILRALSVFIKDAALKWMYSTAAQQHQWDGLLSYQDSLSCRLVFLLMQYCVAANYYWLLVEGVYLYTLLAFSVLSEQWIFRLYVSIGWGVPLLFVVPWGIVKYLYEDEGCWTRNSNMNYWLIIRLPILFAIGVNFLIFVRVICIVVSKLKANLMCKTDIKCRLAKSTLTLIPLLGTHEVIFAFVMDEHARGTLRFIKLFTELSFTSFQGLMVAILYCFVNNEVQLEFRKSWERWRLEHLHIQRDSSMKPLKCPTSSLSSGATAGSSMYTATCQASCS
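Inverse agonism was detected as reduced cAMP-driven luciferase luminescence after 24 h compound treatment. The cells were HEK293 clones expressing constitutively active human GLP-1R with the reporter. Reporter-only and GPR119 cell lines served as counterscreen controls.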
MmCpn inh: M. maripaludis TRiC chaperonin inhibition; purified Mm-Cpn ATPase, ADP Transcreener TR-FRET; Potency, µM (top dose mostly 76.9 µM), for inactives: at the top dose activity, negative = inhibition, actives largely listed as inhibitors; hit rate 0.031% among 330,000; AID 504842; further: potency means the concentration at half of the fitted maximal effect; on the % scale 0 is the no-effect control and ±100 the full control effect; nearly all actives have a fitted effect of over 80% in size
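Measured: ADP formation by purified Mm-CPN. Conditions: 25 nM protein, 10 uM ATP, Tris pH 7.4 with Mg2+, K+ and DTT, 37°C for 30 min. Detection: Transcreener HTRF after 30 min at room temperature.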
HEK293 tox: cytotoxicity in counter-screen for GLP-1R inverse agonists; HEK293 cAMP-luciferase reporter cells, luminescence, 24 h; Potency, µM (titrated, usually from 38.3 µM), for the others: at the highest dose activity change, negative = inhibition, usual class: inhibitors; hit rate 0.13% among 410,000; AID 624418;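 further: loss of luciferase light is scored as toxicity; potency means the concentration at half of the fitted maximal effect; on the % scale 0 is the no-effect control and ±100 the full control effect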
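Here, cytotoxicity is scored as loss of luminescence. The MLSMR collection was tested on cells seeded in medium containing 10% Nu serum, with a 24 hr compound exposure preceded by 12 hours of culture.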
FUS suppressor: FUS proteinopathy suppression in yeast | hit rate 0.24% among 390,000 | S. cerevisiae FUS-expressing, growth rescue, OD600, 24 h | AID 1347120 | Potency, µM (top dose mostly 76.6 µM), for inactives: at the top dose growth rescue (activation), usual class: activators;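 further: potency means the concentration at half of the fitted maximal effect; plate controls were DMSO vehicle for no effect and reference control for full effect; nearly all actives have a fitted effect of over 55% in size; some results filed as inactive show a strong effect at the top dose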
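S. cerevisiae expressing FUS from galactose induction served as the toxicity model. Growth after 24hr at 30C, read as absorbance at 600 nm, indicates suppression of toxicity; compounds dosed at several concentrations.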
TDP-43 yeast inh: inhibitors of TDP-43 toxicity in yeast; TDP-43 expressing yeast growth rescue, BacTiter-Glo, 24 h; Potency, µM (highest dose often 46.1 µM), for inactives: at the highest dose growth rescue (activation), actives largely listed as activators; hit rate 1.8% among 410,000; AID 652104; further: potency means the concentration at half of the fitted maximal effect; % of control where 0% means no effect; nearly all actives have a fitted effect of over 50% in size
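Luminescence from BacTiter-Glo reports growth of TDP-43-expressing yeast after 24 hr at 30 deg C with compound. Cells were raffinose-pregrown to mid-log, then seeded in galactose medium at OD600=0.02.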
Abeta yeast res: restores growth of yeast expressing A-beta42 peptide. yeast expressing A-beta42, growth rescue, OD600, 48 h; response scale: 0% DMSO, 100% iron-clioquinol control. Potency, µM (highest dose often 46.1 µM), for inactives: top-dose growth rescue, actives largely listed as activators. hit rate 0.063% among 410,000; further: potency means the concentration at half of the fitted maximal effect; nearly all actives have a fitted effect of over 55% in size
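Yeast A-beta toxicity model in growth medium with pinned compounds, 48 h at 30 C; growth read as absorbance at 600 nm. Normalized to FeCl3/clioquinol equimolar mix (positive) and DMSO (negative).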
PTHR1 ag: agonists of human PTHR1 parathyroid hormone receptor | Q03431 | HEK293 GP2 PTHR1 cells, GloSensor cAMP luminescence, 1 h | Potency, µM (highest dose often 115 µM), inactives show top-dose activation, usual class: activators | hit rate 0.075% among 410,000; further: potency means the concentration at half of the fitted maximal effect; nearly all actives have a fitted effect of over 55% in size; some results filed as inactive show a strong effect at the top dose; inactives centre near -15; many of its hits are not listed in these tables
Target sequence (Q03431 whole entry, looked up): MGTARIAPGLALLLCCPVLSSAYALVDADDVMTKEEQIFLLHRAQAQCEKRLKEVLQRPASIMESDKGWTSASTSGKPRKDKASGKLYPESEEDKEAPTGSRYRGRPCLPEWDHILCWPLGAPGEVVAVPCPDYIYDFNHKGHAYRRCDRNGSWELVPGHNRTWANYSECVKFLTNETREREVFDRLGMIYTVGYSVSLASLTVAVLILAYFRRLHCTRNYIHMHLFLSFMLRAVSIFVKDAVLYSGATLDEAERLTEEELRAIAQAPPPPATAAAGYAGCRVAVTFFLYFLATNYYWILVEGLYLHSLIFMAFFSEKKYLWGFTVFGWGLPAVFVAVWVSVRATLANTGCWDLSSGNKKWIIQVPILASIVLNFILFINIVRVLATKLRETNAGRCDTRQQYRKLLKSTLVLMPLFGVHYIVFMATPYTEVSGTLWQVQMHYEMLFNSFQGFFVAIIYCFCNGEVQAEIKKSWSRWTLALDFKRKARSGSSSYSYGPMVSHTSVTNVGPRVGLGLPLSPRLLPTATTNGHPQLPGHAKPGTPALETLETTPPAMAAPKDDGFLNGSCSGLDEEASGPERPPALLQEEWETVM
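HEK-293-derived GP2 cells expressing PTHR1 and a GloSensor cAMP reporter, 3,000/well, plated overnight, given luciferin plus IBMX (each 0.5 mM as added) for 1 h at 37 °C, then compound for 1 h at 37 °C. Luminescence was read after 15 min at room temperature.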
aSyn yeast inh: rescues yeast growth from alpha-synuclein toxicity; Yeast expressing alpha-synuclein, growth rescue, BacTiter-Glo, 24 h; Potency, µM (top dose mostly 46.1 µM), inactives show at the top dose growth rescue (activation), actives largely listed as activators; hit rate 0.14% among 370,000; AID 652106; further: potency means the concentration at half of the fitted maximal effect; % of control where 0% means no effect; nearly all actives have a fitted effect of over 65% in size
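Screening used galactose-induced yeast with toxic alpha-synuclein levels, exposed to compound for 24 hr at 30 deg C. Cell growth, read with BacTiter-Glo luminescence, gave the measured signal.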
Active calls of the source: *; i = inactive; ? = inconclusive; . = no result given; & = joins results of further samples; [ ] = dose if it differs, or a comment. Unless noted, the call rests on the fitted dose curve; in most records, active means well fitted curve in the direction sought with a large enough effect; inconclusive means small, poorly fitted or top-dose-only effect, or another doubt; inactive means no such curve, though single readings can be large; an effect the other way counts as inactive or inconclusive. An excerpt (hit frequency here may not be typical).

SMILES	pAkt inh	GLP1R inv ag	MmCpn inh	HEK293 tox	FUS suppressor	TDP-43 yeast inh	Abeta yeast res	PTHR1 ag	aSyn yeast inh
Cc1cc(C)cc(NC(=O)C2CCCN2/C=C/C(=O)C(F)(F)F)c1 (configuration not stated)	i	-14%	1%	0%	-7%	0%	8%	i	-1%
COCCCN1C(=O)C(=O)/C(=C(/O)c2ccc(C)cc2)C1c1ccccc1 (configuration not stated)	i	-15%	-3%	0%	24%	-15%	?	?	-1%
Cc1ccccc1OCCCCCCN1CCNCC1	i	2.2µM*	.	2%	-1%	-3%	-13%	-12%	0%
Cc1cc(C)c(NC(=O)CSc2nnnn2-c2cccnc2)c(C)c1	i	15%	0%	0%	3%	-7%	11%	i	6%
O=S(=O)(O)c1cccc2cccc(Nc3ccccc3)c12	i	-10%	.	.	24%	-6%	12%	-7%	4%&0%
CCOC(=O)c1sc2nc(C)nc(N3CCCCC3C)c2c1C (configuration not stated)	i	-8%[7.66 µM]	-8%	19%[7.66 µM]	23%	-5%[9.22 µM]	-26%	-16%	11%
O=C(O)c1cc(C(=O)O)cc(N2C(=O)CSC2=S)c1	i	-33%	-2%	-3%	-16%	14%	20%	i	7%
Cc1cccc2sc(N(Cc3cccnc3)C(=O)CCS(=O)(=O)c3ccccc3)nc12	.	-10%	.	7%	22%	2%	7%	-32%[inhibitor]	.
Nc1ccc(/C=C/C(=O)c2cccs2)cc1	i	19%	-4%	-1%	25%	-6%	-8%	-34%[inhibitor]	2%
O=C(CN1C(=O)CCSc2ccccc21)Nc1ccc(F)cc1	i	9%	0%	0%	14%	0%	4%	-15%	11%
CC(C)Oc1ccc(CNC(=O)c2cccc(NC(=O)N3CCSc4ncccc43)c2)cc1	.	6%	.	-3%	14%	13%	-12%	-27%	.
O=C(NCCc1ccc(F)cc1)Nc1ccc2c(c1)OCO2	i	-29%	-1%	-2%	12%	29%	2%	i	13%
Cc1ccnc2nc(C(=O)OCC(=O)Nc3ccc4c(c3)OC(F)(F)O4)nn12	i	41%[activator]	2%	-8%	0%	-15%	8%	i	0%
Cc1ccc2ccc(C(Nc3ccccc3)c3ccc(C(C)C)cc3)c(O)c2n1 (configuration not stated)	i	3.5µM*	.	-6%	26%	?	?	-49%[inhibitor]	11µM*
Cc1noc(C)c1COc1ccc(CC(=O)NCCc2ccccn2)cc1	i	43%	0%	-7%	-11%	-6%	-2%	-16%	-1%
CCN(CC)S(=O)(=O)c1ccc2c(c1)nc(CN(C)C(=O)c1cccc(Cl)c1)n2C	.	13%	.	0%	21%	12%	-9%	-19%	.
CCOC(=O)Cn1ccc(-c2ccccc2)c(C#N)c1=O	i	5%	-4%	-8%	?	-8%	-1%	i	0%
OCCC1CN(Cc2cnc(-c3cccc4ccccc34)nc2)CCN1C1CCCCC1 (configuration not stated)	i	?	2%	-18%	13%	-10%	-1%	-7%	-1%
CN1CC(=O)Nc2ccc(Br)cc2C1=O	i	0%	1%	-6%	-18%	6%	3%	i	4%
Cc1nc2nc(SCC(=O)NCCCN3CCCCC3)nn2c(C)c1Cc1ccccc1	i	-23%	4%	-1%	19%	-19%	-13%	-8%	-2%
Cn1nc(C(F)(F)F)c(-c2ccc(Br)cc2)c1NC(=O)c1ccco1	i	7.1µM*	0%	-12%	6%	?	4%	-29%	17%
C/C(=N/NC(=O)c1ccccn1)c1ccc(O)cc1	i	-2%	0%	1%	-4%	5%	0%	-25%	7%
COc1ccc(S(=O)(=O)NCC2CCCO2)cc1NC(=O)c1ccc(Cl)cc1 (configuration not stated)	i	-8%	-1%	-5%	25%	7%	-2%	i	1%
CN(C)CCCN(C(=O)c1ccc2ccccc2c1)c1nc2cc3c(cc2s1)OCO3	i	?	0%	?	13%	-8%	10%	i	1%
O=C(C[C@H]1C/C=C\CCCCC(=O)OC[C@H]2CCCN2C1=O)N[C@H](CO)Cc1ccccc1	i	0%	-1%	6%	13%	8%	3%	i	2%
C[C@H](CO)N1C[C@H](C)[C@@H](CN(C)S(=O)(=O)c2ccc(F)cc2)Oc2ccc(NS(=O)(=O)c3cccs3)cc2C1=O	i	11%	6%	11%	37%	20%	1%	i	-1%
O=C(COC(=O)CCc1nc2ccccc2c(=O)[nH]1)Nc1ccccc1Cl	i	10%	-1%	0%	3%	-5%	-8%	-21%	-1%
CC(C)(C)n1nnnc1C(c1ccc(C#N)cc1)N1CCCC2(CCCCC2)C1 (configuration not stated)	i	-1%	-3%	-18%	-14%	-24%	-5%	i	4%
C(=C\c1ccccn1)/c1ccncc1	i	15%	?	-25%	-7%	-8%	-9%	i	0%
CC(C)[C@H](NS(=O)(=O)c1ccccc1)C(=O)OCC(=O)Nc1ccccc1Sc1ccccc1	i	?	1%	12%	8%	11%	28%	i	13%
O=C(CC1NCCNC1=O)Nc1ccc2c(c1)OCO2 (configuration not stated)	i	3%	2%	22%	.	-11%	-2%	-12%	-3%
CCC1Oc2ccc(C)cc2N(CC(=O)NCCN2CCOCC2)C1=O (configuration not stated)	i	1%	-1%	-4%	6%	-5%	8%	i	2%
O=C(NC1CC1)c1ccc(F)cc1Cl	i	2%	0%	14%	14%	0%	-6%	i	2%
CCCN(CC(=O)Nc1ccccc1C)C(=O)C1CCN(c2ncnc3sc(C)c(C)c23)CC1	i	?	-2%	-11%	38%	21%	17%	-23%	8%
CC(C)(C)OC(=O)NCC(=O)NCC(=O)OCc1ccccc1	i	2%	-1%	-11%	-1%	-27%	3%	-2%	-6%
COC(=O)c1ccccc1NC(=O)Cn1c(=O)cc(C)c2c(C)nn(C)c21	.	-5%	.	0%	2%	10%	-10%	-66%[inhibitor]	.
COc1ccc(C(=O)NCc2ccccc2)cc1Br	i	-23%	2%	-17%	-2%	?	7%	i	8%
CC(=O)Nc1ccc(S(=O)(=O)Nc2cccc(C(=O)Nc3ccccc3C(=O)O)c2)cc1	i	27%	3%	-18%	6%	0%	-5%	-6%	2%
CCn1nc(C(=O)OCC(=O)c2ccc(F)cc2)c2ccccc2c1=O	i	27%	-8%	4%	-8%	15%	-9%	i	-6%
COc1cc(NC(=O)CSc2nnnn2Cc2ccccc2)cc(OC)c1	i	-28%	1%	-7%	-8%	-21%	-16%	-50%[inhibitor]	-1%
O=C(O)[C@H]1CCCC[C@H]1C(=O)Nc1ccc(S(=O)(=O)N2CCCCC2)cc1	i	7%	2%	?	19%	16%	-12%	i	-1%
COc1ccccc1CNC(=O)CCc1c(C)nn(-c2ccc(N3CCCC3)nn2)c1C	.	12%	.	1%	7%	1%	-6%	-8%	.
O=C(Nc1ccccc1)Nc1cccc2ccccc12	i	?	-3%	-8%	-7%	11%	5%	-13%	-6%
CCOc1ccccc1NC(=O)CSc1ncc2c(n1)-c1ccccc1N(CC)S2(=O)=O	.	?	.	-5%	28%	14%	-6%	i	.
N#Cc1nc(COc2ccc(Cl)cc2Cl)oc1N1CCN(c2ccccc2)CC1	i	?	0%	-17%	15%	-17%	-2%	i	10%
CSCCC(NS(=O)(=O)c1ccc2c(c1)oc(=O)n2C)C(=O)NCc1ccccc1 (configuration not stated)	i	6%&-5%	-1%	0%&2%	3%&-19%	-19%&14%	-4%&0%	i	0%
Cc1ccc(CNC(=O)C2CCCN2C(=O)Nc2cccc(Cl)c2)cc1 (configuration not stated)	i	10%	-3%	5%	-22%	3%	4%	-39%[inhibitor]	1%
CCOc1ccc(C(=O)CSCCC(=O)O)cc1	i	12%	-1%	2%	16%	-6%[0.397 µM]	9%	i	9%
CC(=O)OCCNc1nc(-c2ccccc2)nc2ccccc12	i	?	1%	-9%	4%	20%	0%	-26%	5%
CCN(CC(=O)Nc1c(F)cccc1F)C(=O)CCCSc1nc2ccccc2[nH]1	i	13%	.	2%	21%	7%	2%	-33%[inhibitor]	4%
Next compounds follow.
SMILES	pAkt inh	GLP1R inv ag	MmCpn inh	HEK293 tox	FUS suppressor	TDP-43 yeast inh	Abeta yeast res	PTHR1 ag	aSyn yeast inh
CC(=O)N(c1ccccc1)c1ccc([N+](=O)[O-])cc1[N+](=O)[O-]	i	3%	-5%	-1%[1.53 µM]	13%	2%	10%	-1%	-1%
COC(=O)c1cc(C(=O)OC)cc(S(=O)(=O)Nc2ccc(Cl)c(N)c2)c1	i	-5%	-3%	2%	-1%	-6%	5%	i	3%
COc1ccc(NC(=O)Cn2c(SCc3cccc(Cl)c3)nc3ccncc32)c(OC)c1OC	.	6%	.	-2%	42%	-4%	-20%	-52%	.
O=S(=O)(Cc1ccccc1Cl)NCCc1ccccc1	i	?	-2%	2%	6%	13%	10%	i	17%
Cc1ccc2nc(-c3ccc(NS(=O)(=O)c4ccccc4)cc3)sc2c1	i	34%[activator]	-7%	15%	3%	11%	1%	-4%	7%
O=C(CCCOc1ccccc1)N1CCN(c2ccccn2)CC1	i	10µM*	0%	-11%	17%	0%	2%	-34%[inhibitor][57.5 µM]	-10%
CSCCC(NS(=O)(=O)c1ccc2c(c1)oc(=O)n2C)C(=O)Nc1ccc(F)c(Cl)c1 (configuration not stated)	.	-4%	.	1%	?	10%	-15%	i	.
CCC[C@H]1CN(c2ccccc2)C(=O)[C@@H]1CC(=O)NC	i	14%	.	1%	8%	1%	-7%	-2%	-4%

Compound activity (PubChem)
